RAM network inh: blocks the yeast RAM network | S. cerevisiae dse1pr::URA3 reporter, 5-FOA growth OD615, 2 d; analog-sensitive cbk1-as2 kinase mutant strain | inhibition, % at 50 µM | actives 1.8% (n = 190,000) | AID 868;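 active means inhibition above a set limit, 3 SD over mean compound inhibition, cut at about 8.4% in these data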;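 further: 0% = DMSO-only wells with no growth and 100% = 10 µM 1-NA-PP1 full growth; inhibition rescues growth on 5-FOA so higher OD means more RAM inhibition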
SRC2 TRFRET art: counter-screen for PPARgamma SRC-2 recruitment agonists: TR-FRET artefact | stronger effect = higher value | TR-FRET ratio at 8 µM | actives 0.4% (n = 200,000) | AID 1049; in the data active means TR-FRET ratio above about 2000; further: inactives centre near 1500; reference of the scale not given here
HMGR II inh: E. faecalis class II HMG-CoA reductase inhibition; purified E. faecalis HMGR, NADPH absorbance 340 nm kinetic; inhibition, % at 10 µM; actives 0.41% (n = 190,000);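 active means inhibition above a set limit, the median over all tested compounds plus 3 SD, cut at about 9.5% in these data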;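 further: enzyme runs in reverse so mevalonate oxidation gives rising NADPH absorbance; 0% = complete reaction with DMSO and 100% = background rate lacking mevalonate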
ROMK primary: human ROMK K+ channel modulation, primary screen; Tet-inducible ROMK, thallium flux fluorescence; actives lie on both sides; AID 1918; actives 2% (n = 130,000); B-score at 10 µM;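 active means signal ratio slope over the read window, or its plate-corrected B-score, at least 3 SD from the plate mean, either direction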;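 further: B-score of the F/F0 ratio slope over 7 to 12 s after thallium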
Target sequence (P48048 whole entry, looked up): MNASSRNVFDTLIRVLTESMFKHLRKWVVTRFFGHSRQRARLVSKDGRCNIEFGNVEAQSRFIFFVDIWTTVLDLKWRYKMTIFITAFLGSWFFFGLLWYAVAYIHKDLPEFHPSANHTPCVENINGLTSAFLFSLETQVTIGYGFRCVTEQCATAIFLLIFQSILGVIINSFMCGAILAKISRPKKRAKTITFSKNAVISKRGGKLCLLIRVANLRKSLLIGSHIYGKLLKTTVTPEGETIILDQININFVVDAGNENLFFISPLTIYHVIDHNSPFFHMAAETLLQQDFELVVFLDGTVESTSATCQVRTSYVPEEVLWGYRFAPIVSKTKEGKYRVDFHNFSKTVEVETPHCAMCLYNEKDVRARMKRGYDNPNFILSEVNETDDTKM
DTT redox prof: compounds producing H2O2 with reducing agent – biochemical, NIH compound library profiling, artefact control for MLSCN library redox annotation, primary screen. DTT-dependent redox cycling H2O2, phenol red/HRP absorbance; 100% = 100 µM peroxide control, 0% = buffer. activation, % at 10 µM. actives 0.03% (n = 200,000);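 active means activation of at least 50% relative to the plate's high and low controls in the primary single-dose screen; inactive means activation below 50%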;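 further: compound incubated with DTT at 0.8 mM final as the reducing agent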
PPARg SRC-2 ag: PPARgamma-driven SRC-2 recruitment agonism | activation, % at 8 µM | PPARgamma LBD-SRC-2 recruitment, biochemical | P37231 | AID 1032 | actives 0.34% (n = 200,000); in the data active means activation above about 22%;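 further: 0% = vehicle and 100% = reference agonist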
bIAP inh: intestinal alkaline phosphatase (bovine) inhibition; purified bovine IAP, CDP-star luminescence, 30 min; inhibition, % at 20 µM; 190,000 tested, under 10 active;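 active means over 50% inhibition of intestinal alkaline phosphatase at 20 µM in the single-dose screen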
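Assay system – bovine IAP enzyme · Quantity – bovine IAP at 1/65,000,000 final dilution · Detection – CDP-star luminescence signal · Times – 30 min reaction at room temperature · Also added – CDP-star substrate at 30 µM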
PPARg SRC-3 ag: promotes SRC-3 coactivator recruitment by human PPARgamma | P37231 | biochemical PPARgamma/SRC-3 coactivator recruitment assay | activation, % at 8 µM | actives 0.26% (n = 200,000) | AID 731; in the data active means activation above about 23%;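 further: 0% = DMSO and 100% = reference agonist; some compounds past the cut are filed as inactive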
Lmaj promast: reduces viability of Leishmania major promastigotes; resazurin fluorescence viability; inhibition, % at 10 µM; actives 9% (n = 200,000); AID 1063; in the data active means inhibition above about 50%;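 further: promastigotes grown with compound for 44 hours at 28 °C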
PPARg SRC1 recr: promotes SRC-1 coactivator recruitment by human PPARgamma. AID 631. P37231. activation, % at 8 µM. PPARgamma-SRC-1 coactivator recruitment biochemical assay. actives 0.41% (n = 200,000); in the data active means activation above about 19%;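 further: 0% = DMSO and 100% = reference agonist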
S1P3 antagonist: blocks the human S1P3 receptor; Q99500; inhibition, % at 4.98 µM; AID 485; CHO S1P3 NFAT-BLA reporter, FRET fluorescence, antagonist mode; actives 0.27% (n = 170,000);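 active means inhibition above the plate cutoff, the mean inhibition of test wells on that plate plus 3 SD, cut at about 28% in these data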;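 further: cells challenged with S1P at its EC80 of 0.8 µM; blue over green emission ratio from cleaved BLA substrate after 4 h stimulation; 0% = S1P-stimulated wells and 100% = unstimulated DMSO-only wells; some compounds past the cut are filed as inactive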
Target sequence (Q99500 whole entry, looked up): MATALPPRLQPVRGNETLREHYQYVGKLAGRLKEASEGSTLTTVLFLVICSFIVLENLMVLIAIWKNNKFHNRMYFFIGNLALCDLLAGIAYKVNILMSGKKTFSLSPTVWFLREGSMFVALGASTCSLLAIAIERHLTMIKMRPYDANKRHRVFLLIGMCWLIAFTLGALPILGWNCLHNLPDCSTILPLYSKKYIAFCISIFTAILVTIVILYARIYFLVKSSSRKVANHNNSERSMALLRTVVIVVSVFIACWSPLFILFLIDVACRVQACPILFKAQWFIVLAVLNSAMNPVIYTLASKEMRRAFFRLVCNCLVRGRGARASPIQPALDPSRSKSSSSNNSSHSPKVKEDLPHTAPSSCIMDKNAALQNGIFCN
* hit, by the source's call; / = not tested or not shown.

molecule | RAM network inh | SRC2 TRFRET art | HMGR II inh | ROMK primary | DTT redox prof | PPARg SRC-2 ag | bIAP inh | PPARg SRC-3 ag | Lmaj promast | PPARg SRC1 recr | S1P3 antagonist
Cc1nc2ccc(S(=O)(=O)NCC(=O)N3CCc4ccccc4C3)cc2s1 | -0.4 | 1497 | 1 | / | 0.9 | 6 | 17 | 5 | -5 | 3 | -5
CCCCNC(=O)c1cc(-c2ccc(F)cc2)on1 | 1.0 | 1500 | -1 | / | 2.2 | 0 | -3 | -7 | -3 | -7 | 28
CCOc1ccc(-n2c(SCC(=O)Nc3ccc(CC)cc3)nc3n[nH]c(C)c3c2=N)cc1 | 2.0 | 1696 | -2 | 0.74 | -0.5 | 8 | -26 | -1 | -5 | 5 | 6
CSc1nnnn1-c1ccc(C(=O)O)cc1 | 0.8 | 1638 | 2 | / | -4.8 | -3 | 3 | -6 | -4 | 4 | /
CCN(C(=O)c1ccc(NC(C)=O)cc1)c1ccccc1 | 0.0 | 1432 | -9 | -1.1 | 0.9 | 2 | 5 | -4 | -7 | -5 | /
COc1cc(OC)cc(C(=O)N2CCCc3ccccc32)c1 | 0.9 | 1618 | 1 | / | -0.5 | 3 | 7 | 4 | -4 | 0 | -1
COc1ccc(OCC(=O)Nc2ccc3nc(C)sc3c2)cc1 | 0.1 | 1714 | 0 | 0.062 | -0.2 | 6 | 2 | 2 | -3 | 2 | 6
Clc1c(-c2nnc3n2CCCCC3)sc2ccccc12 | -0.1 | 1406 | -7 | -1.3 | -2.0 | 1 | 7 | 0 | 1 | 4 | -6
Cc1c(Cl)cccc1NC(=O)NCc1ccc(F)cc1 | -0.6 | 1510 | -6 | -0.28 | -1.1 | -6 | -12 | -2 | 1 | -8 | -14
CC1(C)C=C(c2ccc(C=O)s2)CC(C)(C)N1 | 1.2 | 1413 | 2 | / | -3.5 | 8 | 18 | 7 | -7 | -3 | /
CC(=C/c1ccccc1)/C=N/n1c(-c2ccncc2)n[nH]c1=S | 1.2 | 1687 | 4 | / | -0.9 | 8 | -3 | 2 | 1 | 11 | -10
C=CCNC(=O)COc1c(C)ccc(C)c1C | -1.0 | 1529 | -6 | -0.044 | -0.9 | 1 | 0 | -3 | 2 | 6 | 3
CCC(C)(C)c1nnc(NC(=O)c2cccc([N+](=O)[O-])c2)s1 | 2.3 | 1378 | -3 | 0.15 | -0.7 | -3 | -1 | 0 | -2 | -2 | 7
COc1ccc(/C=c2\s/c(=C/C(=O)c3ccc(C)cc3)[nH]c2=O)c(OC)c1 | 5.3 | 1532 | -5 | / | 0.5 | -8 | 3 | 0 | -2 | 2 | 4
COc1ccc(-c2ccc(SCC(=O)c3cccs3)nn2)cc1OC | 1.1 | 1707 | 1 | -0.67 | 1.9 | 7 | 6 | 5 | 35 | 4 | -1
Cc1cccc(/C=C/C(=O)c2ccc(N3CCOCC3)cc2)c1 | 6.2 | 1584 | -6 | -0.57 | -0.1 | 12 | -4 | 3 | 7 | 5 | 1
O=C(N/N=C/c1cc(Br)c(Br)o1)c1cccnc1 | 4.4 | 1596 | 0 | / | 0.3 | 9 | -6 | 0 | -5 | 6 | 18
Cc1ccc(N2CN(Cc3ccco3)CNC2=S)c(C)c1 | 0.1 | 1633 | -8 | -0.54 | 0.1 | 9 | 25 | 0 | 49 | -1 | -5
Cc1cc(C(=O)N/N=C/c2ccc[nH]2)n[nH]1 | 1.1 | 1713 | -3 | / | -0.1 | -8 | -1 | 1 | -5 | 4 | -4
Cc1noc(C)c1C(=O)OCC(=O)/C=C1\N(C)c2ccccc2C1(C)C | 3.1 | 1445 | 0 | -0.053 | -0.8 | 5 | 0 | 20 | 1 | 12 | -14
CCOc1ccc(NS(=O)(=O)c2ccc3[nH]c(=O)oc3c2)cc1 | 1.2 | 1616 | 0 | / | 0.0 | 2 | 8 | 8 | -5 | 3 | 9
CC(=O)c1ccc(NC(=O)CCc2c(C)nc3ncnn3c2C)cc1 | 2.9 | 1516 | -6 | / | 0.7 | -2 | 1 | -5 | -3 | 3 | -1
Cc1cccc(OCC(=O)O/N=C(\N)Cc2ccc(Cl)cc2)c1 | -1.5 | 1659 | -6 | -1 | 0.1 | 13 | 6 | 6 | -4 | 6 | /
O=C(Nc1ccccc1)c1cccnc1Nc1ccccc1 | -0.1 | 1522 | 1 | / | -1.3 | 4 | -38 | 15 | 26 | 2 | 5
O=C(OC(C(=O)NCc1ccc2c(c1)OCO2)c1ccccc1F)c1ccco1 (centres undefined) | -0.6 | 1566 | 1 | / | 1.5 | -6 | 0 | -2 | 0 | 0 | 15

Following part:
molecule | RAM network inh | SRC2 TRFRET art | HMGR II inh | ROMK primary | DTT redox prof | PPARg SRC-2 ag | bIAP inh | PPARg SRC-3 ag | Lmaj promast | PPARg SRC1 recr | S1P3 antagonist
Cn1nnc(NC(=O)c2cccs2)n1 | 0.0 | 1506 | -1 | -1.1 | -0.2 | 2 | 2 | -2 | -2 | -3 | 0
CCOc1ccc(/C=C(\C#N)C(=O)NCC2CCCO2)cc1OCC (centres undefined) | -0.1 | 1432 | -4 | -1 | 0.3 | -3 | 6 | 1 | 64* | 1 | 10
Cc1cccc(C)c1NC(=O)CN1CCNCC1 | 0.7 | 1665 | -1 | 0.19 | 0.2 | 4 | -7 | 7 | -3 | 5 | /
CN(C)S(=O)(=O)c1ccc(Cl)c(NC(=O)COC(=O)CNC(=O)c2ccco2)c1 | 1.5 | 1564 | -1 | 0.48 | -1.6 | -1 | 13 | 2 | -4 | 6 | -3
CCO/C=N/c1c(C#N)c(CC#N)nn1-c1ccccc1 | -0.5 | 1353 | -10 | 0.061 | 0.6 | -6 | 2 | -1 | 1 | 5 | /
O=c1[nH]c(=O)n(C2CCCCCC2)c(O)c1C=NCc1ccc(F)cc1 | 4.2 | 1597 | -1 | / | 2.9 | -8 | 14 | -11 | 16 | -3 | 4
COc1ccccc1CNC(=O)CCCc1ccccc1 | 0.3 | 1564 | -3 | 1.2 | -0.7 | 4 | 10 | 3 | -5 | 9 | -5
CCCCC(=O)Nc1cc(NC(=O)CC)ccc1Cl | -0.4 | 1438 | 0 | 0.17 | 0.0 | 5 | 10 | -1 | -3 | 5 | /
CC1=C(C(=O)Nc2ccccc2)C(c2cccs2)NC(=O)N1 (centres undefined) | 0.1 | 1474 | 1 | 0.75 | -0.7 | -3 | 5 | 1 | -1 | -5 | -22
CCOc1ccc(NC(=O)C(Cc2ccccc2)NC(=O)C2CCCCC2)cc1 (centres undefined) | 4.7 | 1518 | 4 | 0.86 | 1.3 | 4 | 4 | -3 | -6 | -8 | 1
COC(=O)c1ccc(-c2sc3nc(N4CCOCC4)c4c(c3c2N)CCCC4)o1 | 7.0 | 1608 | 0 | -4.3* | 0.4 | 10 | -1 | 1 | 5 | 4 | /
CCOc1cc(N2CCOCC2)c(OCC)cc1NC1=NCCCCC1 | 2.1 | 1540 | 1 | / | -0.4 | 4 | 30 | -1 | 2 | 4 | -21
Cc1c(C(=O)OCc2ccccc2)nnn1-c1nonc1N | 1.5 | 1599 | 5 | / | -0.3 | 3 | 19 | -4 | -6 | -3 | 8
O=C(CSc1ccc(-c2ccncc2)nn1)N1CCN(c2ccccc2)CC1 | 3.4 | 1394 | -6 | 0.48 | -0.2 | -7 | 8 | 3 | 20 | -10 | -4
Cc1cc(C)cc(NC(=O)CSc2cc(C(=O)c3nccn3C)c3ccccc3n2)c1 | 3.1 | 1414 | 2 | 0.12 | / | 2 | 8 | 1 | 44 | -1 | -5
COc1ccccc1C(=O)OCCCN=C1NS(=O)(=O)c2ccccc21 | -0.1 | 1604 | 0 | 0.45 | -0.7 | 0 | 1 | 5 | -9 | 3 | 2
Clc1cccc(Cl)c1CSc1nnc(/C=C/c2ccccc2)o1 | 11* | 1592 | -2 | / | 1.7 | 0 | / | -7 | -2 | 2 | /
Cc1ccc(/C=C/C(=O)Nc2ccncc2)o1 | 0.6 | 1598 | 1 | / | 0.0 | 6 | 19 | -2 | 1 | 5 | -2
COCCCn1c(SCC(=O)Nc2ccc(C(C)=O)cc2)nc2ccccc2c1=O | 2.3 | 1417 | -2 | 0.016 | 2.4 | -2 | 8 | 9 | 9 | 0 | -12
O=[N+]([O-])c1ccccc1/C=N/N1CCN(c2ccccn2)CC1 | -0.2 | 1699 | -5 | / | -3.9 | 11 | 14 | -2 | -3 | 6 | /
O=C(COC(=O)c1ccc(-c2ccc([N+](=O)[O-])cc2)o1)NC(=O)NC12CC3CC(CC(C3)C1)C2 | 2.7 | 1604 | -6 | / | 0.5 | -3 | 1 | 2 | 98* | 0 | -1
CCN(CC(=O)NC(C)C)C(=O)[C@@H](NC(=O)c1ccco1)C(C)C | 1.5 | 1516 | -2 | -0.3 | 0.8 | 0 | -13 | -1 | -9 | 1 | 8
CCSc1nnc(NC(=O)c2ccccc2)s1 | 1.2 | 1624 | -1 | 1.5 | 0.7 | -1 | 4 | 0 | -4 | 10 | -11
O=C(Cc1coc2cc3c(cc12)CCC3)NC1CCCCCCC1 | 1.7 | 1519 | -5 | 0.14 | -0.1 | 13 | 13 | 5 | 8 | -5 | -3
Cc1ccc(OS(=O)(=O)c2cn(C)c(=O)n(C)c2=O)cc1C | 2.5 | 1381 | -6 | / | 0.6 | 0 | -2 | -5 | -3 | -13 | -17

(more compounds)
molecule | RAM network inh | SRC2 TRFRET art | HMGR II inh | ROMK primary | DTT redox prof | PPARg SRC-2 ag | bIAP inh | PPARg SRC-3 ag | Lmaj promast | PPARg SRC1 recr | S1P3 antagonist
CC(=O)Nc1cccc(NC(=S)Nc2ccc(F)c(Cl)c2)c1 | -0.1 | 1567 | -3 | 1.2 | -1.4 | -2 | 19 | 1 | 17 | -6 | -1
O=C(c1ccc(Cn2c(=S)[nH]c3ccccc3c2=O)cc1)N1CCN(c2ccccn2)CC1 | 0.5 | 1506 | 0 | 0.5 | 0.0 | -10 | 4 | 2 | 100* | -2 | 5
COc1ccc([N+](=O)[O-])cc1NC(=O)Cc1c(Cl)cccc1Cl | 2.9 | 1289 | -2 | / | 4.6 | 6 | 6 | 0 | -5 | -4 | -7
CC(C)OCCCNC(=O)Cn1nc(-c2ccccc2)ccc1=O | 1.0 | 1614 | -1 | / | -0.9 | 5 | 3 | 4 | -5 | 3 | -6
O=C(Oc1ccc(Cl)c2cccnc12)c1ccco1 | 0.3 | 1504 | -5 | -0.55 | -0.1 | 7 | 34 | -2 | 99* | -3 | /
CCCCOC(=O)c1ccc(S(N)(=O)=O)o1 | 1.3 | 1547 | -1 | 0.22 | 0.0 | -11 | 4 | -1 | 16 | -6 | -7
Cc1cc(C(F)(F)F)nn1CC(=O)Nc1cccnc1 | 1.6 | 1406 | -4 | 0.99 | 1.5 | -12 | 1 | -9 | -1 | 1 | -8
Cc1ccc(SCc2[nH]nc3c2C2(C(=O)Nc4ccc(F)cc42)C(C#N)=C(N)O3)cc1 (centres undefined) | 4.3 | 1590 | -4 | 0.63 | 0.3 | 7 | -35 | -2 | -6 | -1 | /
O=C(O)C1CCCCC1C(=O)N1CC=C(c2ccccc2)CC1 (centres undefined) | 1.5 | 1403 | -2 | / | 3.8 | 2 | 8 | -3 | 61* | 3 | 2

Screening results: PubChem, several laboratories
